From PubChem
Pin1 inhibitor – qHTS Assay to Find Inhibitors of Pin1 | Potency, µM (highest dose often 115 µM), without a hit: top-dose activity, negative = inhibition, most hits filed as inhibitors | Peptidyl-prolyl cis-trans isomerase NIMA-interacting 1 (Homo sapiens), Q13526 | Pin1 FP peptide displacement, HiFluor488, 10 min | actives 0.009% (n = 390,000); active = well fitted inhibition curve with a large enough effect in the polarisation, with a control signal flat, not every such curve was filed as active; inconclusive = small, poorly fitted or top-dose-only effect, or effect the other way, or a change in a side signal; inactive = no such curve, though single readings can be large or run the other way; the % refers to the polarisation; also: potency is read from the fitted curve at half-maximal effect; % is scaled to controls: 0 for no effect and ±100 for the full control effect
PI4K2A inh – qHTS for small molecular inhibitors of PI4K2A. actives 0.13% (n = 420,000). AID 1346378, 2018. activity change, negative = inhibition, % at 76.9 µM. Phosphatidylinositol 4-kinase type 2-alpha (Homo sapiens), Q9BTU6. purified PI4K2A, ADP-Glo luminescence, 1 h; active compounds read low; in the data active = activity change below about -50%; inconclusive = mostly about -30% to -49%;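 also: -100% = wells without enzyme as full effect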
Target sequence (Q9BTU6 whole entry, looked up): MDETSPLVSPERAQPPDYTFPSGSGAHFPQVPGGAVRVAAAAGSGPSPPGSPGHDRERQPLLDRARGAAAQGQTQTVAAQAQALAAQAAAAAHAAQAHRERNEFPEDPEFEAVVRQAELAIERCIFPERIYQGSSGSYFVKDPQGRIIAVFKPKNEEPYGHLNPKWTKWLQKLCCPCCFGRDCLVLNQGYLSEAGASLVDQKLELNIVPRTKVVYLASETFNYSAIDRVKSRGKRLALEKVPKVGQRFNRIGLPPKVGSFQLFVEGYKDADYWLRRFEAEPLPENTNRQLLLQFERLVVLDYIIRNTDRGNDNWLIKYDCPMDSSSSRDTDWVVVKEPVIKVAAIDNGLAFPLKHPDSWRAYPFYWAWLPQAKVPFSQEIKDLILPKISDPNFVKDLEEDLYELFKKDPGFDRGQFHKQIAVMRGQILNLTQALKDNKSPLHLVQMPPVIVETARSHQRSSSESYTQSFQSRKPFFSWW
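PI4K2A activity was measured by ADP-Glo luminescence: enzyme (4 ug/mL stock) and phosphatidylinositol (1.2 mM stock) in Tris pH 7.5/MgCl2/EGTA/Triton X-100 buffer were reacted with ATP (300 microM stock) for one hour at ambient temperature.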
mIDH1 inhibitor – qHTS for Inhibitors of mutant isocitrate dehydrogenase 1 (IDH1): qHTS. IDH1-R132H enzyme, NADPH consumption, diaphorase/resazurin fluorescence. Potency, µM (titrated, usually from 76.6 µM), without a hit: at the highest dose activity change, negative = inhibition, actives largely listed as inhibitors. AID 602179, 2012. Isocitrate dehydrogenase [NADP] cytoplasmic (Homo sapiens), O75874. actives 0.093% (n = 390,000); also: potency is read from the fitted curve at half-maximal effect; % is scaled to controls: 0 for no effect and ±100 for the full control effect; nearly all actives have a fitted effect of over 65% in size
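IDH1-R132H (0.5 ug/mL) preincubated 30 min with compound, then NADPH (0.016 mM) and alpha-KG (2 mM) added; 80 min at RT, pH 7.5. Remaining NADPH coupled via diaphorase/resazurin to fluorescence (540/590 nm); concentration-response curves normalized to no-enzyme control.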
Tb PGK inh – qHTS Assay to Find Inhibitors of Phosphoglycerate Kinase; PGK/GAPDH coupled, Kinase-Glo luminescence, 60 min; Potency, µM (series often up to 57.5 µM), without a hit: top-dose activity change, negative = inhibition, hits mostly inhibitors; actives 0.043% (n = 380,000); AID 602233, 2012; also: potency is read from the fitted curve at half-maximal effect; % is scaled to controls: 0 for no effect and ±100 for the full control effect; nearly all actives have a fitted effect of over 60% in size
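Recombinant glycosomal PGK reaction used 1,3-bisphosphoglycerate generated in-well by GAPDH (100nM final) in 100mM TEA pH 7.6, 5mM MgCl2, 0.01% Tween-20. After 60 minutes at room temperature, ATP was read by Kinase-Glo Plus luminescence end-point.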
USP1 inh – Inhibitors of USP1/UAF1: Primary Screen; recombinant USP1/UAF1, Ub-Rhodamine cleavage fluorescence; Potency, µM (highest dose often 57.1 µM), inactives show at the highest dose activity change, negative = inhibition, hits mostly inhibitors; actives 0.23% (n = 390,000); also: potency is read from the fitted curve at half-maximal effect; % is scaled to controls: 0 for no effect and ±100 for the full control effect; nearly all actives have a fitted effect of over 60% in size; inactives centre near -12
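In this screen, compounds sit with the deubiquitinase complex (1nM) for 15 min at room temperature before Ub-Rho is added at 150nM final. Fluorescence rise is then followed for 6 reads every 60 seconds.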
GLS inh – qHTS for Inhibitors of Glutaminase (GLS); Glutaminase kidney isoform, mitochondrial (Homo sapiens), O94925; GLS enzymatic activity, qHTS titration; Potency, µM (series often up to 45.5 µM), without a hit: top-dose activity change, negative = inhibition, actives largely listed as inhibitors; actives 0.21% (n = 410,000); AID 624170, 2012; also: potency is read from the fitted curve at half-maximal effect; % is scaled to controls: 0 for no effect and ±100 for the full control effect
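Enzyme dispensed in phosphate buffer (45 mM, pH 8.2, 0.02% Tween-20), compounds pinned in, then 1 mM L-glutamine solution and the glutamate oxidase–HRP–Amplex Red mix added; fluorescence read immediately and again after 30 min at room temperature.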
TrxR1 inh – qHTS Assay for Inhibitors of Mammalian Selenoprotein Thioredoxin Reductase 1 (TrxR1): qHTS; recombinant rTrxR1, NADPH fluorescence consumption, selenite substrate; actives 1% (n = 390,000); Thioredoxin reductase 1, cytoplasmic (Rattus norvegicus), O89049; AID 588453, 2011; Potency, µM (series often up to 114 µM), inactives show at the highest dose activity change, negative = inhibition, hits mostly inhibitors; also: potency is read from the fitted curve at half-maximal effect; % is scaled to controls: 0 for no effect and ±100 for the full control effect; nearly all actives have a fitted effect of over 65% in size
Target sequence (O89049 whole entry, looked up): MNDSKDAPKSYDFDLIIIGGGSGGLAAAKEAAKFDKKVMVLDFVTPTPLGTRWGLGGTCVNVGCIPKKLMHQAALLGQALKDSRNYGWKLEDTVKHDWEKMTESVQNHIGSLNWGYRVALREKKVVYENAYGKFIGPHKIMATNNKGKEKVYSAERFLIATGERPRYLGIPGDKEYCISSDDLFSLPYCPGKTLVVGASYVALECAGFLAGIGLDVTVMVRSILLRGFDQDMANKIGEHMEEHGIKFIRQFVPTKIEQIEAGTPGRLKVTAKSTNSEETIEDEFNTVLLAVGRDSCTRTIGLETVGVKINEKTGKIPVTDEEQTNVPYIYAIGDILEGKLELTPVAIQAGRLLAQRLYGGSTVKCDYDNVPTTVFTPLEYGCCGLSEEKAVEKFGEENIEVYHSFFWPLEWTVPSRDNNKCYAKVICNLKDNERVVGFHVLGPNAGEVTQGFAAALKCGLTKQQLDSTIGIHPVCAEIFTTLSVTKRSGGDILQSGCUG
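Rat TrxR1 (90 nM in the dispensed reagent) was pre-reduced with 400 uM NADPH for 5 min at room temperature, then incubated with compound for 15 min. After 400 uM selenite was added, NADPH fluorescence (Ex 340/Em 450 nm) was followed for 8 min.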
HP1b chromo inh – HTS for Inhibitors of HP1-beta Chromodomain Interactions with Methylated Histone Tails; AlphaScreen HP1-beta / biotin-H3K9me3 peptide binding; actives 0.56% (n = 390,000); Chromobox protein homolog 1 (Homo sapiens), P83916; Potency, µM (titrated, usually from 114 µM), for inactives: at the top dose activity change, negative = inhibition, actives largely listed as inhibitors; also: potency is read from the fitted curve at half-maximal effect; nearly all actives have a fitted effect of over 70% in size; inactives centre near 23
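HP1-beta protein (50 nM final) preincubated 30 min at room temperature with biotinylated H3(1-18)K9me3 peptide (50 nM) in PBS pH 7.4, 0.01% Tween-20, then compound added for 30 min. AlphaScreen streptavidin donor/nickel chelate acceptor beads (10 ug/mL final), 30 min dark, luminescence read.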
TrxR1 substrate – qHTS Assay for Substrates of Mammalian Selenoprotein Thioredoxin Reductase 1 (TrxR1): qHTS | Thioredoxin reductase 1, cytoplasmic (Rattus norvegicus), O89049 | purified TrxR1 substrate turnover, NADPH consumption readout | Potency, µM (titrated, usually from 114 µM), without a hit: at the highest dose activity change, negative = substrate turnover | actives 0.01% (n = 390,000); also: potency is read from the fitted curve at half-maximal effect; % is scaled to controls: 0 for no effect and ±100 for the full control effect; nearly all actives have a fitted effect of over 50% in size
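Rat TrxR1, dispensed at 90 nM, was prereduced with 400 uM NADPH (final) for 5 min at ~22 deg C, then incubated with compound 15 min before 400 uM selenite. A first-read NADPH fluorescence drop versus no-compound background flagged substrates.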
* marks the source's active call; other numbers are inactive results; i = inactive; ? = inconclusive; nt = no result given; & = joins results of further samples; [ ] = another dose, or the depositor's remark. Unless noted, calls follow the shape of the dose curve; as a rule, active = well fitted curve in the direction sought with a large enough effect; inconclusive = small, poorly fitted or top-dose-only effect, or another doubt; inactive = no such curve, though single readings can be large; an effect the other way counts as inactive or inconclusive. Not all compounds are listed, so the mix of outcomes need not match the whole.

SMILES | Pin1 inhibitor | PI4K2A inh | mIDH1 inhibitor | Tb PGK inh | USP1 inh | GLS inh | TrxR1 inh | HP1b chromo inh | TrxR1 substrate
CCCCc1nc2ccccc2n1CC(=O)N(COCC)c1c(C)cccc1CC | 4.0% | 2.0 | 15.0% | -7.4% | -23.3% | 7.2% | -4.6% | 62.7%[activator] | 1.7%
Cc1ccc(CSC2=NCCN2S(=O)(=O)c2ccc(F)cc2)cc1 | ? | 4.1 | -4.2% | 7.6% | -15.9% | 4.5% | 12.5% | 89.0%[activator] | -7.5%
O=C(NCCCN1CCCC1=O)c1cccc(S(=O)(=O)Nc2ccccc2Cl)c1 | -1.0% | 3.8 | -5.3% | -9.2% | -21.2% | -8.9% | 26.0% | 35.6%[activator] | 3.2%
CC1CN(C(=O)c2cc3c(=O)n4ccccc4nc3s2)CC(C)O1 (centres undefined) | -7.5% | 3.3 | 2.6% | 25.0% | -20.9% | -2.4% | 56.2%[activator][57.1 µM] | 30.0% | 272.9%[activator][57.1 µM]
CCOc1ccccc1-c1nc(Cn2c(=O)cc(C)c3c(C)nn(-c4ccccc4)c32)c(C)o1 | -8.8% | -3.0 | -1.4% | -9.4% | -10.5% | 4.3% | 12.6%[57.1 µM] | 20.1% | 7.1%[57.1 µM]
CCn1cc(S(=O)(=O)N2CCN(Cc3ccc(F)cc3)CC2)cn1 | -2.3% | 1.9 | 2.0% | 4.7% | -12.1% | 10.0% | 16.7%[57.1 µM] | 36.3% | 6.7%
Cc1ccccc1OCCN1C(=O)c2ccccc2C1=O | -0.3% | 0.6 | 0.3% | -3.4%[11.5 µM] | -17.7% | -11.9% | 18.5% | 92.0%[activator] | -4.5%
COc1ccc(CC(=O)Nc2ccc(S(=O)(=O)N3CCN(C)CC3)cc2)cc1 | -3.0% | 5.5 | -10.6% | -8.2% | -5.4% | -5.1% | 20.8% | 37.3% | -1.1%
Cc1ccc2nc(-c3ccccc3)cc(C(=O)N3CCN(S(=O)(=O)c4c(C)noc4C)CC3)c2c1 | 28.7% | 0.3 | 2.4% | -7.9% | -7.4% | 11.0% | 3.9% | 1.1% | -7.9%
CCOc1cc(C#N)c(NC(=O)c2ccc(OC)c(S(=O)(=O)N3CCN(c4ccccc4)CC3)c2)cc1OCC | 6.8% | 2.1 | nt | nt | -23.7% | -10.6% | 3.0% | 18.4% | 1.7%
CC(C)CNc1nc(=S)nc(N(C)C)[nH]1 | -5.1% | 3.3 | 1.4% | -0.4% | -9.8% | -18.6% | -4.5% | 22.0% | 1.9%
C#CC(C)(CC)NC(=O)c1cc2cccc(CC=C)c2oc1=O (centres undefined) | 1.8% | -6.3 | 2.7% | -1.8% | -4.2% | 6.7% | 1.4% | 26.2% | -8.5%
O=C(Nc1cc(Br)ccc1O)c1cc(-c2ccccc2)on1 | 35.2%[activator] | -3.6 | 5.8% | i | -18.7% | 6.3% | -6.4% | 16.4% | -8.8%
COc1ccc(/C=N/Nc2ncc(-c3ccccc3)cn2)c(OC)c1 | ? | -7.2 | 7.7% | nt | ? | -5.4% | -0.3% | 10.2% | 0.4%
Cc1ccc(NS(=O)(=O)c2ccc3c(c2)NC(=O)CCS3)c(Br)c1 | -10.8%&2.2% | 8.9&-3.3 | 0.0%&-3.9% | -4.4%&8.2% | -21.3%&-26.0% | -5.9%&9.6% | 9.6%&11.6% | 64.9%&37.2%[activator] | -0.9%&1.4%
CCCc1ccc(C(=O)NNc2cccc(C)c2)cc1 | 0.8% | -2.9 | 3.8% | -2.0% | -10.0% | -1.3% | 17.7% | 4.1% | 4.4%
CCN1CCC(N(Cc2ccc3c(c2)OCO3)C(=O)Nc2cc(F)ccc2F)CC1 | 2.2% | 1.4 | 8.5% | 0.5% | 2.6% | -4.7% | 4.4% | 40.6%[activator] | -5.3%
COCC(=O)NC1CCN(C(=O)Nc2ccc(Br)cc2)CC1 | -3.1% | 4.3 | 8.2% | -4.1% | 5.0% | -5.8% | 5.7% | 12.5% | -4.9%
Cc1ccc(S(=O)(=O)NCCCCCC(=O)NC(C)(C)CO)cc1 | 0.2% | 3.7 | 2.7% | -10.1% | -5.8% | -3.1% | -3.3% | 32.8% | -5.8%
NS(=O)(=O)c1ccc(NC(=S)NC2CCCCC2)cc1 | -1.7% | -0.6 | -1.2% | -7.6% | -11.4% | -1.0% | -13.0% | -3.8% | -8.6%
Nc1nc(SCc2ccccc2[N+](=O)[O-])c2ncn(Cc3ccccc3)c2n1 | -0.8% | 5.3 | -8.9% | -5.7% | ? | -17.2% | 19.0% | -17.5% | -0.6%
CCOC(=O)c1cn(-c2c(C)n(C)n(-c3ccccc3)c2=O)c2c(F)c(F)c(F)cc2c1=O | 1.8% | -4.1 | -7.6% | -6.1% | -0.2% | 4.9% | 1.8%[57.1 µM] | 2.5% | -1.6%[57.1 µM]
CC(OC(=O)c1nc(Cl)ccc1Cl)C(=O)NC1CCCCC1C (centres undefined) | -3.5% | -0.4 | -0.5% | -6.5% | -15.6% | 3.7% | 16.1% | 23.0% | 4.9%
Cc1noc(/C=C/c2ccco2)c1S(=O)(=O)N1CCC(C(=O)Nc2ccc(Cl)cn2)CC1 | 62.3%[activator] | 3.6 | 3.3% | -3.4% | -6.7% | 7.5% | ? | -20.7% | -17.7%
COc1ccc2nc(C)cc(NCc3ccc(F)cc3)c2c1 | ? | 4.0 | 0.6% | -9.8% | ? | 9.6% | -4.2% | 20.1%[57 µM] | 7.9%
CCOc1ccc(NC(=O)CSc2nc3c(oc4ccccc43)c(=O)n2-c2ccccc2C)cc1 | 30.9%[activator] | 2.8 | -8.6% | 5.7% | -20.1% | -9.1% | 27.1% | 14.5% | 4.6%
Cc1ccc(NC(=O)C2c3ccccc3Oc3ccccc32)nc1 | -0.9% | 2.3 | -9.5% | 7.0% | -27.7% | 0.6% | -0.8%[57.1 µM] | 33.8% | -2.3%[57.1 µM]
O=C1OC(=O)c2cc([N+](=O)[O-])ccc21 | -13.2% | -3.6 | 2.9% | 3.7% | -23.8% | 1.4% | 2.9% | 50.1%[activator] | 6.2%
CCCC1=C(C(=O)OCC)C(c2cc(Cl)cc(OC)c2OCC(=O)OCC)NC(=O)N1 (centres undefined) | -1.2% | 1.2 | -5.1% | -3.6% | -17.2% | -1.9% | 4.4%[57.1 µM] | -17.3% | 1.2%[57.1 µM]
Cc1cccc(NC(=O)c2ccc(Cn3cc(C(F)(F)F)ccc3=O)cc2)c1 | 2.1% | 1.9 | -4.5% | -1.3% | -21.0% | 4.9% | -3.2% | 22.2% | -5.8%
Cn1c(SCC(=O)c2ccc(O)cc2O)nnc1-c1ccccc1 | 15.9% | -3.2 | 1.1% | -0.5% | -17.3% | -8.1% | 13.2% | -7.9% | 3.2%
COC(=O)/C=C/C(=O)NCc1ccco1 | -2.8% | -4.4 | -0.3% | -1.4% | -4.0% | 13.5% | 4.2% | 15.0% | 7.0%
CCNC(=O)CN1c2cccc3cccc(c23)S1(=O)=O | 5.7% | 10.7 | 3.4% | 3.7% | -9.3% | 4.6% | -14.3% | 19.0% | 23.8%
O=C(N/N=C/c1ccc(Cl)c([N+](=O)[O-])c1)c1ccc2c(c1)OCCO2 | ? | 0.5 | -5.8% | ? | -11.5% | -1.0% | -17.4% | 27.6% | -10.0%
COc1ccc(/C=N/NC(=O)/C(=C/c2ccccc2)CCO)cc1 | -0.3% | 4.0 | 3.8% | -5.2% | -2.1% | -2.4% | -11.3%[57.1 µM] | 1.1% | -5.1%[57.1 µM]
CSc1ccccc1NC(=O)CSc1nnc(COc2ccccc2)o1 | -2.6% | 0.6 | -2.9% | -3.9% | -23.1% | -0.9% | 12.6% | 23.6% | -1.2%

Profiles from above. Screens in order: Pin1 inhibitor | PI4K2A inh | mIDH1 inhibitor | Tb PGK inh | USP1 inh | GLS inh | TrxR1 inh | HP1b chromo inh | TrxR1 substrate
Listed for Cc1ccc(CSC2=NCCN2S(=O)(=O)c2ccc(F)cc2)cc1 = ? | 4.1 | -4.2% | 7.6% | -15.9% | 4.5% | 12.5% | 89.0%[activator] | -7.5%
Listed for CC(OC(=O)c1nc(Cl)ccc1Cl)C(=O)NC1CCCCC1C (centres undefined) = -3.5% | -0.4 | -0.5% | -6.5% | -15.6% | 3.7% | 16.1% | 23.0% | 4.9%
